Bioassay records: PubChem, several laboratories
HSF-1 act: increases HSF-1 driven luciferase reporter signal | NIH3T3-HGL HSF-1 luciferase reporter, MG132, 8 h; 100% = twice DMSO control signal | activation, % at 9 µM | hit rate 1.7% among 300,000 | AID 504408;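 active means mean replicate activation of at least 50% with a set share of replicates each reaching 50%; inconclusive means only one of those two conditions met; inactive means mean below 50% and too few replicates reaching it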;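 further: 0% = median of the neutral control wells and 100% = twice that signal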
GSK3A inh: blocks human GSK-3 alpha kinase | ADP-Glo luminescence, 60 min | inhibition, % at 10 µM | hit rate 0.1% among 320,000 | AID 2650;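 in the data active means inhibition above about 50%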;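 further: GST-tagged GSK-3 alpha with peptide substrate and 25 µM ATP; 0% = DMSO neutral wells and 100% = GW8510 positive control wells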
Target sequence (P49840 whole entry, looked up): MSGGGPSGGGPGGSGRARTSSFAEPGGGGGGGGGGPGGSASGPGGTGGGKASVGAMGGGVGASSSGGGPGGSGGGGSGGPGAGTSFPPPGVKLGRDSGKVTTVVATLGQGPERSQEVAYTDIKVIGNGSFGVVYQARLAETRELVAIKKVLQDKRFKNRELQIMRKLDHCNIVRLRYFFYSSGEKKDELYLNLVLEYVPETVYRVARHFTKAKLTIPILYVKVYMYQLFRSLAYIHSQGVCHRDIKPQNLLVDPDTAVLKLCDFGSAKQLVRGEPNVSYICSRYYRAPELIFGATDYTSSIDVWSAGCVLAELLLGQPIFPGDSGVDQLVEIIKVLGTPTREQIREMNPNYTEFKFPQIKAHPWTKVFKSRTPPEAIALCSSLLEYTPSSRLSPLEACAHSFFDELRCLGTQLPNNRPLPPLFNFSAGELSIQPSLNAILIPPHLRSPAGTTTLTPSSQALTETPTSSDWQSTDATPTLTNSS
HSF1 inh: HSF1 inhibition; NIH3T3-HGL HSE-luciferase, MG132-induced, luminescence 8 h; active compounds read low; activity change, negative = inhibition, % at 7.5 µM (by protocol); hit rate 0.77% among 300,000;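 active means more than half of replicate wells show activity change below -50%, luminescence cut by over half; inconclusive means some wells, but at most half, below -50%; inactive means no replicate well below -50%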;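 further: luciferase reports HSF-1 transcriptional activity via heat shock element; 0% = median of DMSO wells and -100% = zero luminescence signal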
IEC-6 tox: kills IEC-6 intestinal cells in KLF5 counter-screen | inhibition, % at 5 µM | IEC-6 cytotoxicity, luminescence viability | hit rate 0.78% among 290,000; in the data active means inhibition above about 22%;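 further: 0% = plate median of test compound wells and 100% = cytotoxic reference compound wells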
aSyn UTR inh: 5' untranslated region of α-synuclein, MLPCN primary screen. inhibition, % (tested at 7.5 µM). hit rate 0.82% among 300,000. alpha-synuclein 5'UTR reporter, inhibitor activity; in the data active means inhibition above about 60%; inconclusive means no clear call, values can overlap the other calls;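 further: H4 neuroglioblastoma cells stably carrying SNCA 5'UTR luciferase fusion; 0% = DMSO wells and 100% = positive control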
PolyA inhibitor: blocks polyadenylation in yeast reporter cells; AID 1875; S. cerevisiae SKY197-pL101 polyadenylation reporter, beta-gal luminescence; efflux-impaired pdr1/pdr3 knockout yeast; score 100 = 6 SD above DMSO; hit rate 0.02% among 300,000; calls only at 12 µM;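 active means lowest replicate activity score at least 50, where 100 means six control SD above control mean; inconclusive means lowest score under 50 but half or more replicates reach 50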;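 further: yeast exposed to compound for 9 h at 30 °C; higher score means more reporter readthrough which indicates perturbed polyadenylation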
AI-2 QS mod: modulators of Vibrio harveyi AI-2 quorum sensing system; Vibrio harveyi JMH597 AI-2 luminescence/OD600 ratio, 9 h; active compounds read low; strain lacks LuxN and CqsS sensors; 0 = neutral-control median; activity change, % at 7.5 µM; hit rate 0.4% among 300,000; AID 2094; in the data active means activity change below about -75%, passing the limit was not always enough; inconclusive means no clear call, values can overlap the other calls;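 further: luminescence divided by OD600 gain over 9 h not by final OD600 alone; inactives centre near 13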
GSK3beta inhib: blocks human GSK3beta kinase activity | GST-GSK3beta kinase, ADP-Glo luminescence, 60 min; active compounds read low | hit rate 0.038% among 300,000 | activity score (negative = inhibition), % at 10 µM | AID 2097 | P49841;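 active means more than half of replicate wells score below -50%, meaning over 50% inhibition versus plate controls; inconclusive means some replicates but at most half score below -50%; inactive means no replicate scores below -50%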;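 further: 0% = median DMSO wells and -100% = median GW8510 positive control wells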
Target sequence (P49841 whole entry, looked up): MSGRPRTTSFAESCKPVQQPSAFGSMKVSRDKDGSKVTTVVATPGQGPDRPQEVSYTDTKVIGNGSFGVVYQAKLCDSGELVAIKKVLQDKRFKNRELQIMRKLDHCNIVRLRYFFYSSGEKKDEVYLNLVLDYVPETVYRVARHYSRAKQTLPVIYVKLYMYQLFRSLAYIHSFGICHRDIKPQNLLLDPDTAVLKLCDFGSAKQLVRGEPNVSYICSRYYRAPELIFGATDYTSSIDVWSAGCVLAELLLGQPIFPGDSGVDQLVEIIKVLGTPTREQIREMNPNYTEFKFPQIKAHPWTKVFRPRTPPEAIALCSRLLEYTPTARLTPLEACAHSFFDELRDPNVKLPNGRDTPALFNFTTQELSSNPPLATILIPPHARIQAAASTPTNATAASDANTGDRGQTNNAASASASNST
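Test system – GST-tagged human GSK3beta kinase, cell-free · Incubation – 60 min enzyme reaction, room temperature · Signal – ADP-Glo luminescence · Also added – peptide substrate and ATP at 25 µM · Controls – DMSO neutral wells and GW8510 at 20 µM as positive · Buffer or medium – Tris/MgCl2 kinase buffer · Measure – Luminescence-derived activity versus plate DMSO and GW8510 wells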
KLF5 inh: suppresses KLF5 promoter-driven expression. inhibition, % at 5 µM. hit rate 0.23% among 290,000. DLD-1 KLF5 promoter-luciferase reporter, luminescence;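 active means inhibition above a per-plate limit of that plate's mean compound inhibition plus 3 SD, cut at about 60% in these data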;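 further: 0% = DMSO wells and 100% = LY294002 at 200 µM; higher means less KLF5 promoter-driven luciferase light; inactives centre near -14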
HSP90 refold inh: HSP90 refolding inhibition in rabbit reticulocyte lysate. luciferase refolding luminescence, 3 h. inhibition, % at 5.6 µM. hit rate 0.91% among 290,000;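 active means inhibition above the screen-wide mean plus 3 SD, computed separately per campaign, cut at about 16% in these data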;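 further: 0% = DMSO wells and 100% = 60 µM geldanamycin wells; inhibitors lower the luminescence because luciferase stays unfolded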
Active calls of the source: *; i = inactive; u = inconclusive; x = no result given.

SMILES	HSF-1 act	GSK3A inh	HSF1 inh	IEC-6 tox	aSyn UTR inh	PolyA inhibitor	AI-2 QS mod	GSK3beta inhib	KLF5 inh	HSP90 refold inh
C#CCSC1=C(C#N)C(c2cccs2)C(C(=O)OCC)=C(C)N1 (stereo unspecified)	9	0	10	2	-16	i	-1	2	-26	4
O=C1NC(c2cn(-c3ccccc3)nc2-c2cccs2)C(C(=O)c2cccnc2)C(O)(C(F)(F)F)N1 (stereo unspecified)	5	-2	4	4	10	i	10	1	-55	0
CCNCc1cc([N+](=O)[O-])ccc1OCC	-8	-3	0	-2	-22	i	-10	3	-15	-2
O=C(CCc1ccccc1)Nc1ccc(F)c([N+](=O)[O-])c1	-3	-1	0	0	1	i	u	-4	-4	3
Cc1sc2ncn(CC(=O)NCCCC(=O)N3CCN(c4ccccn4)CC3)c(=O)c2c1C	-9	1	-2	4	16	i	-2	1	-17	1
O=C(COc1ncnc2ccccc12)N1CCN(c2ccccc2)CC1	15	-1	2	-2	-10	i	4	-1	-19	0
Cc1nc(N)nc(N)c1/C=C/C(C)(C)c1ccc(Cl)cc1	-11	x	-8	86*	125*	i	-89*	1	83*	-1
COc1cc(NS(=O)(=O)c2cc3[nH]c(=O)c(=O)[nH]c3cc2C)cc(OC)c1OC	0	x	-5	-4	-11	i	2	1	-9	3
CCCN(C(=O)C1CCCN(c2ncnc3c2nc2n3CCCCC2)C1)c1ccc(F)cc1 (stereo unspecified)	-4	x	1	-2	13	i	16	-7	-10	5
CC(C)C(=O)Nc1nc2ccc(S(C)(=O)=O)cc2s1	6	3	4	6	-2	i	11	-2	-24	5
CCCCNc1nc2c(S(=O)(=O)c3ccccc3)nnn2c2ccccc12	-8	-3	-4	-3	-2	x	16	-1	-8	-2
OCn1c2ccccc2c2ccccc21	-6	1	-5	4	-8	i	3	-4	-4	0
O=C(CC(c1ccccc1)c1ccco1)N1CCOCC1 (stereo unspecified)	-4	-4	2	2	8	i	16	3	12	-1
Cc1nn(C)c(C)c1S(=O)(=O)N(CC(=O)NCc1ccco1)c1ccc(C(C)C)cc1	2	-1	-4	-2	10	i	10	-2	5	1
CN(C)C(=O)CSc1nnc(-c2cccnc2)n1-c1ccccc1	16	0	19	9	-12	i	26	0	-8	1
COCCn1c(N2CCN(c3ccccc3)CC2)nc2c1c(=O)n(C)c(=O)n2C	9	0	-8	-3	17	i	13	2	-31	0
Cc1ccc2c(c1)N(CC(=O)NCc1ccco1)C(=O)CO2	-10	-1	-18	-4	15	i	9	1	-24	4
COc1cc(-c2nnc(NC(=O)C3=COCCO3)o2)cc(OC)c1OC	-3	2	1	x	2	i	-3	0	x	x
C/C=C/C=C/[C@H]1Cc2cc(O)cc(O)c2O1	3	0	-1	x	20	i	3	-1	x	x
Oc1ccccc1-c1cc(-c2ccccc2Cl)[nH]n1	-6	-1	0	0	10	x	9	-5	-122	6
COc1ccc(NC(=O)CCN2CCN(S(=O)(=O)c3ccc(Br)cc3)CC2)cc1	1	0	-2	-2	-2	i	12	2	-14	-2
CN1C2C=C3C(C#N)=C(N)C(C#N)(C#N)[C@@H](c4ccc(Cl)cc4)[C@@H]3C1CC2 (stereo partly specified)	7	7	-3	4	7	x	13	-7	-12	1
Nc1cnn(C2OC(CO)C(O)C2O)c(=O)n1 (stereo unspecified)	-6	1	-8	-8	54	i	41	2	-4	1
COc1ccc(NS(=O)(=O)c2ccc(O)c(C(=O)OCC(=O)N3CC(C)OC(C)C3)c2)cc1 (stereo unspecified)	11	-1	6	2	2	i	13	0	-27	0
O=S(=O)(Nc1cccc2ccccc12)N1CCCC1	17	-2	7	9	9	i	17	-1	-12	0
CCc1ccc(NC(=O)N(CCN2CCOCC2)C2CCN(C(C)=O)CC2)cc1	-5	x	-10	-7	-4	i	19	-1	-10	2
Oc1ccc(CCC2CCCCN2Cc2nc(C3CC3)no2)cc1 (stereo unspecified)	13	-2	6	-7	14	i	12	0	3	-3
COc1ccc(OCC(=O)Nc2ccc3c(c2)nc(CN2CCCC2)n3C)cc1	1	x	0	4	0	i	44	2	-19	9
COc1ccc(CNS(=O)(=O)c2ccc(-c3ccc(=O)[nH]n3)o2)cc1	-4	x	-8	9	21	i	-9	0	-13	5
CC(OC(=O)c1nsc(Cl)c1Cl)C(=O)NCc1ccco1 (stereo unspecified)	13	0	0	8	2	i	4	-26	-9	5
O=C(NCCCN1CCCC1=O)c1ccc2c(=O)n(-c3ccccc3F)c(=S)[nH]c2c1	-2	-1	-3	-1	0	i	36	-7	-13	1
COc1ccc(C2C(C(C)=O)=C(O)C(=O)N2c2nc3ccccc3s2)cc1OC (stereo unspecified)	34	-4	35	-2	-32	i	15	2	-27	-1
O=C(CCC(=O)N(Cc1ccco1)C(C(=O)NC1CCCC1)c1ccncc1)Nc1cccnc1 (stereo unspecified)	6	0	4	-5	-14	i	21	-1	-18	-1
OC(c1ccc2c(c1)OCO2)c1nccc2ccccc12 (stereo unspecified)	-1	6	-2	3	30	i	0	2	-2	2
CC(=O)Nc1ccc(OC(=O)c2c(-c3ccccc3Cl)noc2C)cc1	6	-2	19	4	12	i	32	-2	-16	-2
Cc1cc(Cl)c2oc(C(=O)N(C)Cc3nccn3C)c(C)c2c1	27	x	7	3	8	i	18	0	3	1
CCOC(=O)N1CCN(C(=O)CCc2ccccc2)CC1	-3	-2	-7	-8	17	i	17	6	-22	-2
CN(C)c1c(N)[nH]c2c(c1=O)c(=O)n(C)c(=O)n2C	x	0	x	1	24	i	18	-3	16	2
COCCNC(=O)c1ccc2snnc2c1	-10	9	-11	1	10	i	-5	2	-24	1
O=C(CSc1nnc(-c2cc3ccccc3cc2O)n1Cc1ccco1)N1CCc2ccccc2C1	45	-3	27	-5	5	i	22	-4	-11	2
COc1cccc(N/C=C/C(=O)c2ccc(Cl)cc2)c1	12	-1	2	4	-35	i	18	1	5	-6
Nc1ccc(N2CCN(C(=O)c3ccco3)CC2)cc1	-4	-4	-6	-1	25	i	35	-1	-26	4
N#C/C(=C1\CCCN1)c1ccc2ccccc2n1	-12	-1	-10	-1	5	i	-4	2	-11	3
CC(C)COP(=O)(c1ccc(N(C)C)cc1)C(O)c1cccnc1 (stereo unspecified)	10	-9	-6	2	18	i	5	0	-32	3
COc1ccc(CCNC2CC(=O)N(C)C2=O)cc1OC (stereo unspecified)	19	-2	-3	-1	27	i	16	0	2	2
Cc1cc(C(=O)N2CCCC(C(=O)c3ccc(Cl)cc3C)C2)no1 (stereo unspecified)	1	1	-1	-7	6	i	37	0	-17	0
COc1ccc(OC)c(NC(=O)C2CC2c2ccccc2)c1 (stereo unspecified)	-2	x	3	1	29	i	18	-1	-4	5
O=C(c1cccs1)N1CCN=C1SCc1ccccc1F	-16	1	-9	-8	-13	i	22	-2	-57	-7
COc1ccc(-c2cc(C(=O)NC3CCCC3)no2)cc1	39	-2	20	-4	-121	i	14	-1	-188	1
Cc1ccccc1NC(=O)CC(=O)c1ccccc1	-16	-3	10	3	-44	i	13	1	-7	7
CCOC(=O)c1[nH]c(C)c(/C(O)=C2\C(=O)C(=O)N(CCCn3ccnc3)C2c2ccncc2)c1C (stereo unspecified)	x	3	x	-8	x	i	15	2	6	-2
CC(C)CN(C(=O)COC(=O)CCc1c[nH]c2ccccc12)C1CCS(=O)(=O)C1 (stereo unspecified)	19	0	4	-3	1	i	-8	1	-4	-2
CCOC(=O)CSc1nnc(Cc2ccccc2)n1Cc1ccco1	2	0	-3	1	8	i	30	5	-24	0
O=C(Oc1ccccc1)c1cccc2cccnc12	10	-3	9	6	5	i	-1	0	-11	0
Cc1ccc(Cn2c(=N)c(S(=O)(=O)c3ccc(Br)cc3)cc3c(=O)n4ccccc4nc32)cc1	-7	0	1	1	1	i	-2	3	-21	0
Cc1ccc(-c2ccccc2)n1-c1ccc(C(=O)O)cc1	-37	1	-35	-8	0	i	44	3	5	3
COc1cc2c(C(=O)N3CCN(c4cccc(Cl)c4)CC3)cn(C)c(=O)c2cc1OC	4	-2	6	4	-4	i	10	0	-17	2
CCC(C)[C@H](NC(=O)N1CC(=O)Nc2ccccc21)C(=O)N1CCC(C(=O)O)CC1 (stereo partly specified)	4	0	3	-2	-12	i	36	1	6	-3
O=C(O)CN1CCCCCC1=O	-4	-2	-1	-3	-20	i	16	-2	-29	3
CCOC(=O)c1nnc2c(Br)c(-c3ccccc3)nn2c1C	25	-4	7	3	0	i	13	1	-11	-2

3 of the compounds above, comma-delimited:
compound,HSF-1 act,GSK3A inh,HSF1 inh,IEC-6 tox,aSyn UTR inh,PolyA inhibitor,AI-2 QS mod,GSK3beta inhib,KLF5 inh,HSP90 refold inh
Cc1nc(N)nc(N)c1/C=C/C(C)(C)c1ccc(Cl)cc1,-11,x,-8,86*,125*,i,-89*,1,83*,-1
Cc1sc2ncn(CC(=O)NCCCC(=O)N3CCN(c4ccccn4)CC3)c(=O)c2c1C,-9,1,-2,4,16,i,-2,1,-17,1
CCOC(=O)c1[nH]c(C)c(/C(O)=C2\C(=O)C(=O)N(CCCn3ccnc3)C2c2ccncc2)c1C (stereo unspecified),x,3,x,-8,x,i,15,2,6,-2

Next section.
SMILES	HSF-1 act	GSK3A inh	HSF1 inh	IEC-6 tox	aSyn UTR inh	PolyA inhibitor	AI-2 QS mod	GSK3beta inhib	KLF5 inh	HSP90 refold inh
N#Cc1cc(Nc2c(N)nc[nH]c2=O)c([N+](=O)[O-])cc1C#N	-2	-2	-15	-3	30	i	24	0	-7	1
CC1CCN(S(=O)(=O)c2c[nH]c(=O)[nH]c2=O)CC1	-34	0	-10	x	9	i	7	4	x	x
COc1ccc(Nc2cc(C(=O)N3CCc4ccccc4C3)c3ccccc3n2)c(OC)c1	4	0	10	4	19	i	12	-1	-3	5
Cc1ccc(CN2CCN(Cc3c(C)nn(C(C)C)c3C)CC2CCO)o1 (stereo unspecified)	5	-3	-3	-4	-13	i	28	2	-62	-1
O=C(OCn1ncc(Br)c(Br)c1=O)c1ccccc1Cl	-74	-7	-74*	23*	-40	i	-72	-3	9	5
COc1ccc(CC(CC(=O)O)C(=O)NCc2ccccc2)cc1 (stereo unspecified)	-2	-3	-3	0	-3	i	22	2	-11	0
NC(=O)/C(=C/c1ccco1)NC(=O)/C=C/c1ccccc1	-1	1	-1	2	8	i	12	2	-10	3
O=C(NC1CCCCC1)C(c1ccc2ncccc2c1)N(Cc1ccccc1)C(=O)c1ccc2c(c1)OCCO2 (stereo unspecified)	2	-5	2	-1	8	i	4	3	-40	2
O=C(c1ccco1)N1CCN(Cc2c(Cl)cccc2Cl)CC1	16	-1	18	11	-85	i	12	-3	-47	3
O=C(COCc1cc(-c2cccs2)on1)NC1CCCCC1	38	-3	4	-5	-13	i	19	-1	-17	0

A portion of the library; rates above refer to the full screens.
